Screening data deposited in PubChem BioAssay by National Center for Advancing Translational Sciences (NCATS).
pAkt inh = inhibitors of Akt phosphorylation; Neuro2A IGF-stimulated pAkt S473 HTRF, 20 min; stronger effect = lower value; activity change, % for hits at 50 µM; 360,000 compounds, 0.32% hits; in the data active = activity change below about -80%; inconclusive = mostly about -51% to -80%; note: % is set by controls: 0 for no effect and ±100 for the full control effect
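Neuro2A cells (4,500/well, DMEM with 0.5% FBS) were treated with compound at a single 50 µM final concentration, stimulated with 6 nM IGF for 20 min at 37 °C, and lysed. Phospho-Akt Ser473 was read by HTRF as 665/615 ratio ×10^4.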
HepG2 viability = kills HepG2 cells in TGF-b inhibitor counter-screen; AID 588856; 410,000 compounds, 0.76% hits; Potency, µM (series often up to 46.1 µM), for the others: at the highest dose activity change, negative = cytotoxicity, hits mostly cytotoxic; HepG2 CAGA-GFP viability, ATP luminescence, 18 h; note: potency is the fitted concentration of half-maximal effect; some results filed as inactive show a strong effect at the top dose
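CellTiter-Glo luminescence gave cytotoxicity after 18 hours at 37 degrees C. The cells were HepG2 CAGA-GFP in 1% FBS DMEM, stimulated with 500 pg/mL TGF-beta after compound addition. %Activity was normalised to no-cell wells (complete cell-killing) and DMSO (no toxicity), and curves were fitted and classified.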
A549 viability = counter-screen for Nrf2 inhibitors: cytotoxicity in A549 cells. A549 ARE-Fluc cells, CellTiter-Fluor viability, 18-24 h. Potency, µM (titrated, usually from 46 µM), for the others: top-dose activity change, negative = cytotoxicity, usual class: inhibitors. 390,000 compounds, 0.16% hits; note: potency is the fitted concentration of half-maximal effect; % is set by controls: 0 for no effect and ±100 for the full control effect
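A549 ARE-Fluc cells in 5% FBS OPTI-MEM, 5000 cells/well, rested 2 h then exposed to compounds in concentration-response for 18-24 h at 37 °C. Viability by CellTiter-Fluor fluorescence (Ex 405/Em 525) after 30 min; luciferase luminescence (BugLite, 15 min, RT) read afterwards.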
Nrf2 inh = inhibitors of Nrf2 signaling; Potency, µM (doses to about 46 µM), for inactives: top-dose activity change, negative = inhibition, hits mostly inhibitors; AID 504444; 360,000 compounds, 2.1% hits; A549 ARE-Fluc reporter, luciferase luminescence, 18-24 h; note: potency is the fitted concentration of half-maximal effect; % is set by controls: 0 for no effect and ±100 for the full control effect; nearly all actives have a fitted effect of over 60% in size
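Two sequential reads on A549 ARE_Fluc cells exposed to compound for 18-24 h: a CellTiter-Fluor fluorescence read for viability, then a luciferase luminescence read for Nrf2/ARE activity.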
Nrf2 ARE act = activators of Nrf2 (ARE) signaling. AREc32 ARE-luciferase reporter (MCF7-derived line), luminescence, 24 h. Potency, µM (titrated, usually from 46.1 µM), for inactives: at the highest dose activation, hits mostly activators. 410,000 compounds, 0.31% hits. AID 624171; note: potency is the fitted concentration of half-maximal effect; % of control where 0% means no effect; nearly all actives have a fitted effect of over 65% in size
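AREc32_Fluc, 1000 cells/well, OPTI-MEM + 5% FBS, o/n 37 deg C 5% CO2; 23 nL cpd by pin tool, 24 hr; Steady-Glo 30 min RT, luminescence.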
S2 tox = cell viability loss in ATXN counter-screen. S2 cells (HEK-293 line with an ATXN2-luciferase reporter) viability, CellTiter-Fluor protease fluorescence, 24 h. Potency, µM (highest dose often 56.7 µM), actives largely listed as cytotoxic. 400,000 compounds, 0.49% hits; note: potency is the fitted concentration of half-maximal effect; nearly all actives have a fitted effect of over 40% in size
TGFb inhibitor = blocks TGF-b signaling | HepG2 CAGA-GFP TGF-b/SMAD3 reporter, GFP fluorescence, 18 h; TGF-beta stimulated, 500 pg/mL final | Potency, µM (top dose mostly 46.1 µM), without a hit: at the highest dose activity, negative = inhibition, most hits filed as inhibitors | 410,000 compounds, 1.2% hits | AID 588855; note: potency is the fitted concentration of half-maximal effect; % is set by controls: 0 for no effect and ±100 for the full control effect; nearly all actives have a fitted effect of over 65% in size
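Read-out: total well GFP (ex488/em500-530) summed from mean per-cell fluorescence. Cells: HEPG2 CAGA-GFP, 1% FBS DMEM, 18 h at 37 degrees C with 500 pg/mL final TGF-beta. Unstimulated wells served as the full-inhibition control; stimulated DMSO wells = 0%.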
MmCpn inh = M. maripaludis TRiC chaperonin inhibition; purified Mm-Cpn ATPase, ADP Transcreener TR-FRET; Potency, µM (doses to about 76.9 µM), for the others: at the top dose activity, negative = inhibition, hits mostly inhibitors; 330,000 compounds, 0.031% hits; AID 504842; note: potency is the fitted concentration of half-maximal effect; % is set by controls: 0 for no effect and ±100 for the full control effect; nearly all actives have a fitted effect of over 80% in size
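Quantitative HTS used 25 nM Mm-CPN and 10 uM ATP in magnesium/KCl Tris buffer, pH 7.4, with 1 mM DTT. Hydrolysis ran 30 min at 37°C; ADP was read by HTRF.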
CCT modulator = cytosolic chaperonin activity modulation. purified chaperonin ATPase assay, HTRF ADP detection, 30 min. activity change, % (concentration not given with the values), hits read low. 360,000 compounds, 0.3% hits. AID 651819; in the data active = activity change below about -30%; note: % is set by controls: 0 for no effect and ±100 for the full control effect
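TRiC (40 or 20 nM final, by batch activity) in 30 mM Tris pH 7.4, 100 mM KCl, 5 mM MgCl2, 1 mM DTT was treated with compound at 76 uM single dose, then 10 uM ATP, 30 min at 37 °C. ADP was read by HTRF Transcreener.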
* marks the source's active call; other numbers are inactive results; i = inactive; ? = inconclusive; . = not tested or not shown; & = joins results of further samples; [ ] = dose if it differs, or a comment. Unless noted, calls come from the whole dose curve; as a rule, active = well fitted curve in the direction sought with a large enough effect; inconclusive = small, poorly fitted or top-dose-only effect, or another doubt; inactive = no such curve, though single readings can be large; an effect the other way counts as inactive or inconclusive.

SMILES	pAkt inh	HepG2 viability	A549 viability	Nrf2 inh	Nrf2 ARE act	S2 tox	TGFb inhibitor	MmCpn inh	CCT modulator
CCc1cc2c(s1)N(CC(=O)OC)C(=O)CN=C2c1ccccc1OC	i	2.2%	-6.5%	-0.2%	2.1%	i	4.8%	0.7%	-0.6
Cc1ccc(Cl)cc1NC(=O)N(Cc1ccc2c(c1)OCO2)C1CCN(Cc2ccccc2)CC1	.	-22.7%	-24.3%	-9.9%	7.8%	i	?	.	.
N#Cc1cc2c(nc1SCC(=O)Nc1cccc(F)c1)C1CCN2CC1	.	-36.4%	-22.2%	?	3.5%	i	?	.	.
Cc1ccccc1-n1c(-c2ccc([N+](=O)[O-])cc2)nc2ccccc2c1=O	i	4.9%	?	?	-0.3%	?	?	-0.7%	0.3
O=C(Nc1ccccc1F)OC1CN2CCC1CC2 (configuration not stated)	i	0.3%	0.7%	17.1%	-0.6%	i	-12.9%	-5.1%	1.0
COc1cc(/C=N/NP(=S)(c2ccccc2)c2ccccc2)ccc1O	i	-40.4%	-11.6%	-18.3%	2.2%	i	-25.7%	-0.7%	0.5
CCCCCCCC(=O)OCC(O)CO (configuration not stated)	i	12.4%	-0.2%	-8.7%	0.1%	i	9.4%	1.7%	1.7
CN1C(=O)C(Cc2cccs2)C(=O)N(C)C1=O	i	1.2%	-2.3%	-10.7%	0.4%	i	7.1%	-3.3%	-0.3
COc1ccc(Nc2nc(N)nc(CSc3nc4ccccc4s3)n2)cc1	.	-37.1%	-6.1%	20.6µM*	-2.7%	.	?	.	.
CCOC(C(=O)OCCCN(CC)CC)(c1ccccc1)c1ccccc1	i	-16.8%	0.1%	22.5%	-0.9%	i	18.4%	-0.5%	-0.9
COC(=O)c1cc2c(s1)=NC=NP=2(N1CCOCC1)N1CCOCC1	i	1.4%&-10.8%	-2.4%&3.7%	7.1%&-4.7%	1.5%&-0.4%	?	-3.0%&0.1%	-0.8%	1.1&-2.2
O=S(=O)(NC1CN2CCC1CC2)c1ccc(Cl)cc1 (configuration not stated)	i	2.7%	1.4%	0.1%	-0.2%	i	-0.2%	0.6%	-0.4
Cc1nc2ccccc2c(=O)n1-c1cc([N+](=O)[O-])cc([N+](=O)[O-])c1	i	-27.8%	-3.8%	?	-0.9%	i	-19.7%	-0.5%	-1.2
Cc1c(N=Nc2c(O)n(C)c(=O)n(C)c2=O)c(=O)n(-c2ccccc2)n1C	i	3.4%	1.8%	8.2%	-0.1%	i	-0.2%	1.0%	0.8
Cc1ccc([C@H]2C[C@H](n3cc(C4CC4)nn3)[C@@H](O)CN2Cc2cccs2)cc1	i	-24.2%	.	.	4.9%	?	-26.5%	.	1.0
C[n+]1cccc(C(=O)NCC2CCCO2)c1 (configuration not stated)	i	3.8%	-5.2%	-2.2%	0.2%	i	?	-4.5%	0.6
CCCCC1(CCC)C(=O)NC(=S)NC1=O	i	-2.3%	1.4%	2.7%	0.2%	i	-6.1%	.	2.1
CCOC(=O)c1cccc(C2=C(CNC(=O)c3ccc([N+](=O)[O-])cc3)[C@H]3CC[C@@H](C2)N3Cc2ccccc2)c1	i	-45.9%	.	.	-1.0%	?	?	.	-0.4
CS(=O)(=O)CCN1CC2CCCC(C2)C1	i	-23.4%	-3.6%	11.7%	-0.4%	?	?	.	-0.9
Cc1ccc(Cl)cc1N1CCN(C(=O)c2cn(C)c(=O)c3c2c2ccccc2n3C)CC1	i	-10.2%	-17.0%	?	-0.2%	?	-8.2%	0.4%	-1.6
CN1/C(=C\C=C2C(=O)NC(=O)NC2=O)C(C)(C)c2ccccc21	i	-2.9%	-12.3%	3.4%	-0.1%	?	99.7%[activator]	-0.1%	0.5
O=S(=O)(c1ccc(Cl)cc1)N1CCN(C2CCN(Cc3ccccc3)CC2)CC1	i	-23.3%	-2.4%	?	4.0%	i	-10.5%	0.1%	0.2
Cc1cc(C=O)c(C)n1CC1CCCO1 (configuration not stated)	i	-0.5%	-5.5%	1.6%	0.4%	?	-4.1%	-0.6%	0.0
CN(C)P1(N(C)C)=Nc2c(c(N)nn2C)C(c2ccccc2)=N1	i	-27.6%&-1.8%	1.4%&0.1%	?	2.2%&-0.1%	i	7.1%&13.9%	-0.2%	-3.0&1.1
COc1ccc(CCN)cc1O	i	-1.8%	0.2%	11.2%	-0.6%	i	-0.7%	.	-0.7
COC(=O)C1=C(c2ccc(S(C)(=O)=O)cc2)C[C@@H]2CC[C@H]1N2C(=O)NCCNC(C)=O	i	10.5%	-1.1%	2.4%	-0.7%	i	?	.	-1.3
C[C@]12CCC(=O)C=C1C=C[C@@H]1[C@@H]2CC[C@@]2(C)[C@H]1CC[C@@]2(O)CCC(=O)O	.	-16.7%	0.9%	-29.6%	2.4%	i	-6.3%	-5.0%	-1.0
CN(C)C1=NC(N(C)C)=NP(N(C)C)(N(C)C)=N1	i	-1.2%	1.9%	7.4%	-0.6%	i	1.6%	0.9%	0.4
O=C(NCC1=C(c2ccc3ccccc3c2)C[C@@H]2CC[C@H]1N2Cc1ccco1)c1cccnc1	i	-21.3%	.	.	3.5%	?	-6.5%	.	-0.6
Nc1ccc(S(=O)(=O)N2CCCCC2c2cccnc2)cc1 (configuration not stated)	i	-0.4%	0.5%	3.2%	-1.6%	i	-3.3%	0.9%	-1.4
CC(=O)[C@@]1(O)CCC2C3CC=C4C[C@@H](O)CC[C@]4(C)C3CC[C@@]21C (some centres not stated)	i	1.3%	-13.6%	-20.9%	0.2%	i	23.4%	-9.0%	0.9
COc1cccc(C(=O)Nc2ccc(-c3cc(C(F)(F)F)nn3-c3ccccc3)cc2)c1	.	-27.3%	-22.8%	14.6µM*	0.1%	.	-29.0%	.	.
CCCC1(CC(C)C)C(=O)NC(=S)NC1=O	i	-2.8%	-9.4%	1.6%	1.6%	i	-1.3%	.	-0.8
Cc1c(P(=S)(c2ccccc2)c2ccccc2)[n+]2ccccc2n1C	i	0.3%&-25.0%	4.2%&0.8%&9.6%	-0.7%&-10.1%&-12.6%	-0.4%&-0.9%	i	-5.8%&-8.6%	0.4%	0.2
CC(C)(C)c1nc(N2CCN(C(=O)c3ccco3)CC2)c2nnn(Cc3ccccc3Cl)c2n1	i	-13.9%	2.3%	18.4µM*	0.7%	i	?	0.5%	1.2
CCC(=NCCCN(CC)CC)c1c(O)n(-c2ccccc2)c(=O)[nH]c1=O	i	4.9%	.	4.0%	1.8%	i	0.0%	0.7%	1.0
Cc1cc(C=C2C(=O)N(C)C(=S)N(C)C2=O)c(C)n1-c1ccncc1	i	-54.3%	-1.5%	1.3%	-0.7%	i	-13.0%	?	0.8
COC(=O)C1=C(c2cccc(OC)c2OC)C[C@@H]2CC[C@H]1N2C(=O)NCc1cccc2ccccc12	i	-23.3%	-1.4%	2.9%	2.9%	i	?	.	-0.6
CC1OC(OC2CC(O)C3(CO)C4C(O)CC5(C)C(C6=CC(=O)OC6)CCC5(O)C4CCC3(O)C2)C(O)C(O)C1O (configuration not stated)	i	-54.3%	?	0.058µM*	-5.4%	?	1.12µM*	.	0.1
C[C@]1(O)CC[C@H]2[C@@H]3CCC4=CC(=O)CC[C@]4(C)[C@@]3(F)[C@@H](O)C[C@@]21C	i	4.3%	-4.2%	-26.3%	-1.3%	i	30.0%	.	-2.5
OC(CN1CCCCC1)c1c[nH]c2ccccc12 (configuration not stated)	i	-1.8%	3.9%	2.6%	1.8%	i	1.8%	1.4%	-2.2
Cc1ccc(NC(=O)[C@@H](NC(=O)N2C[C@H]3C[C@@H](C2)c2cccc(=O)n2C3)C(C)C)cc1	i	-1.7%	-1.8%	6.1%	-1.4%	i	1.9%	-3.0%	-3.0
O=S(=O)(c1ccccc1)N1CC1c1ccccc1 (configuration not stated)	i	-25.7%	8.1%	5.0%	0.8%	i	-33.5%	-1.0%	1.3
O=Cc1cn(Cc2ccccc2[N+](=O)[O-])c2ccccc12	i	10.1%	-1.7%	-0.4%	0.9%	i	?	1.4%	1.3
Cc1cc(S(=O)(=O)NCc2ccccc2)ccc1OCC(=O)N1CCN(C)CC1	i	-18.6%	1.9%	1.4%	0.2%	i	0.1%	1.2%	0.8
O=C(Nc1ccc2nc(SCC(=O)N3CCOCC3)sc2c1)c1ccc(Cl)cc1	.	-23.7%	-8.3%	-18.5%	6.7%	.	?	.	.
CC(C)C[C@H]1C(=O)N2CCC[C@H]2[C@]2(O)O[C@](NC(=O)C3C=C4c5cccc6[nH]c(Br)c(c56)C[C@H]4N(C)C3)(C(C)C)C(=O)N12 (some centres not stated)	i	-23.1%	?	18.4µM*	7.6%	i	-28.2%	.	-0.3
CC(=O)C1CCC2C3C(N4CC4)CC4=CC(=O)CCC4(C)C3CCC12C (configuration not stated)	i	1.9%	-3.6%	-22.3%	-0.1%	?	-5.1%	.	-0.6
O=C1NC(=O)C(CCc2ccncc2)(Cc2ccc([N+](=O)[O-])cc2)C(=O)N1	i	1.5%	1.8%	1.7%	0.3%	i	-4.7%	1.2%	-0.9
Cc1ccc(-n2c(O)c(C=NCc3ccccn3)c(=O)[nH]c2=S)cc1	i	-2.2%	-3.2%	-11.6%	0.0%	.	0.0%	0.9%	0.3
Cc1ccc(CN2CCC3CCC(C3)C2)c(O)c1 (configuration not stated)	i	-0.1%	2.0%	1.8%	-0.2%	i	13.7%	.	-1.3

Some of the compounds tested, so the mix of outcomes need not match the whole.
